Rev-erbA mod: modulators of Rev-erb alpha DNA binding, primary screen, biochemical, FITC-DNA, fluorescence polarization, uHTS | AID 1259318, 2017 | 370,000 compounds, 0.79% hits | Rev-erbα–FITC-DNA binding, 90 min | activity, % at 10 µM | Nuclear receptor subfamily 1 group D member 1 (Homo sapiens), P20393;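 active = activity above about 14%, limit read from the data; passing the limit was not always enough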;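 note: 0% = DMSO wells with 35 nM protein and 100% = DMSO wells with 750 nM protein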
Target sequence (P20393 whole entry, looked up): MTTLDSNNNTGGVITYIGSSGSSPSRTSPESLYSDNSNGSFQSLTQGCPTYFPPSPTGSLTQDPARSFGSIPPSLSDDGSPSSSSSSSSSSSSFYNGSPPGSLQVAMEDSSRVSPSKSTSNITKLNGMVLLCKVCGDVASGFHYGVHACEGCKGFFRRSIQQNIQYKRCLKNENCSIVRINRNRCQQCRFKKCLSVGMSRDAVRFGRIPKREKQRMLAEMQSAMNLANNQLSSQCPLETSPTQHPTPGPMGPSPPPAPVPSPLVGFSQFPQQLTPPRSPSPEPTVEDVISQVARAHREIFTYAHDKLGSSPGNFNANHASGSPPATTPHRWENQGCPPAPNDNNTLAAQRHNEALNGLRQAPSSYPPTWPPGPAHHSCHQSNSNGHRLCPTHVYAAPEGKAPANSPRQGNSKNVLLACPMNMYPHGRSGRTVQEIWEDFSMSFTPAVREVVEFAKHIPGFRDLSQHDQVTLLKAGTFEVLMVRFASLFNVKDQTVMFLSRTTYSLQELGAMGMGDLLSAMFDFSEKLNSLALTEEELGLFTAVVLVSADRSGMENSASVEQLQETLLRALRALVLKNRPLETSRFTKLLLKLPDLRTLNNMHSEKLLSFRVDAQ
hcDAF-12 act: H. contortus DAF-12 nuclear receptor activators, primary screen, cell-based, luminescence, HEK293, lit1-tk-luc reporter | HEK293 hcDAF-12 lit1-tk-luc reporter; 0% DMSO, 100% Δ7-dafachronic acid | activation, % at 6.8 µM | 370,000 compounds, 1.4% hits;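 active = activation above the mean of all tested compounds plus 3 SD, cut at about 5.5% in these data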;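 note: 100% = response to 3 µM Δ7-dafachronic acid high control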
SMARCA2 act: SMARCA2 (BRM) function activators, primary screen, cell-based, luminescence, high throughput. MG213 cells, MMTV-luciferase reporter, dexamethasone, overnight. activation, % at 9.1 µM. 370,000 compounds, 1% hits; in the data active = activation above about 7.8%;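 note: 0% = vehicle wells and 100% = reference activator wells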
DAX1 inh-1: DAX1 (NR0B1) inhibitors, primary screen, cell-based, HEK293, Gal4-DAX1, luciferase luminescence. AID 504766, 2011. Nuclear receptor subfamily 0 group B member 1 (Homo sapiens), P51843. HEK293 Gal4-DAX1 luciferase reporter. 340,000 compounds, 0.99% hits. inhibition, % at 6.75 µM;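 active = inhibition above the mean over all tested compounds plus 3 SD, cut at about 4.2% in these data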;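 note: 0% = DAX1-transfected cells with DMSO and 100% = empty-vector control cells with DMSO; inhibition shows as a rise in luminescence from relieved DAX1 repression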
FXN GAA850 act: FXN promoter activators, primary screen, cell-based, luciferase luminescence, HEK293 lucGAA850. HEK293 lucGAA850 FXN promoter luciferase reporter, 24 h; percent of 10 µM SAHA response. activation, % at 6 µM. 360,000 compounds, 0.56% hits. AID 540364, 2011;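 active = activation above the average of all compounds screened plus 3 SD, cutoff fixed separately per campaign, cut at about 7.5% in these data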;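 note: 0% = DMSO wells and 100% = 10 µM SAHA wells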
PLC-beta3 inh: human PLC-beta3 inhibitors, primary screen, biochemical, fluorescence; 1-phosphatidylinositol 4,5-bisphosphate phosphodiesterase beta-3 (Homo sapiens), Q01970; Purified PLC-beta3, fluorogenic substrate; 370,000 compounds, 0.18% hits; inhibition, % at 12.2 µM; in the data active = inhibition above about 11%;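 note: 0% = median of compound wells on plate and 100% = full blocker control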
PG9 binder: binders of HIV-1 gp120 antibody PG9, primary screen, biochemical, TR-FRET; HIV-1 gp120 / PG9 antibody interaction; TR-FRET gp120-PG9 antibody binding; inhibition, % at 6.7 µM; 360,000 compounds, 0.43% hits; AID 624416, 2012; in the data active = inhibition above about 8.5%
DAX1 inh-2: DAX1 (NR0B1) inhibitors on StAR promoter, primary screen, cell-based, luminescence, SF-1 (NR5A1), full-length DAX-1 | AID 652010, 2013 | inhibition, % at 6.8 µM | HEK293T StAR-luciferase reporter, SF-1/DAX-1 repression relief | 370,000 compounds, 1.1% hits;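 active = inhibition above the mean over all tested compounds plus 3 SD, cut at about 3.6% in these data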;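 note: 0% = DAX-1 cells with DMSO and 100% = cells lacking DAX-1 with DMSO; higher inhibition means more luminescence from relief of DAX-1 repression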
hgDAF-12 ag: H. glycines DAF-12 receptor agonists, primary screen, cell-based, luminescence, HEK293, GAL4 fusion, UAS-luciferase | AID 687014, 2013 | HEK293 GAL4-hgDAF12 UAS-luciferase reporter, agonist luminescence; normalized to butyrate control | 370,000 compounds, 1.8% hits | activation, % at 6.8 µM | Nuclear hormone receptor DAF-12 (Heterodera glycines), GAL4 fusion;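 active = activation above a cutoff set at the mean of all screened compounds plus 3 SD, cut at about 10% in these data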;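 note: 0% = DMSO wells and 100% = sodium butyrate wells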
sPLA2-III inh: human group III sPLA2 inhibitors, primary screen, biochemical, QFRET, BODIPY PC-A2 liposome substrate; Group 3 secretory phospholipase A2 (Homo sapiens), Q9NZ20; QFRET BODIPY PC-A2 liposome hydrolysis, fluorescence; inhibition, % at 12.2 µM; 370,000 compounds, 0.56% hits; AID 743126, 2013;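 active = inhibition above mean plus 3 SD of compounds lying within the high and low control bounds, cut at about 19% in these data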;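 note: 0% = median of test compound wells and 100% = no enzyme DMSO wells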
Target sequence (Q9NZ20 whole entry, looked up): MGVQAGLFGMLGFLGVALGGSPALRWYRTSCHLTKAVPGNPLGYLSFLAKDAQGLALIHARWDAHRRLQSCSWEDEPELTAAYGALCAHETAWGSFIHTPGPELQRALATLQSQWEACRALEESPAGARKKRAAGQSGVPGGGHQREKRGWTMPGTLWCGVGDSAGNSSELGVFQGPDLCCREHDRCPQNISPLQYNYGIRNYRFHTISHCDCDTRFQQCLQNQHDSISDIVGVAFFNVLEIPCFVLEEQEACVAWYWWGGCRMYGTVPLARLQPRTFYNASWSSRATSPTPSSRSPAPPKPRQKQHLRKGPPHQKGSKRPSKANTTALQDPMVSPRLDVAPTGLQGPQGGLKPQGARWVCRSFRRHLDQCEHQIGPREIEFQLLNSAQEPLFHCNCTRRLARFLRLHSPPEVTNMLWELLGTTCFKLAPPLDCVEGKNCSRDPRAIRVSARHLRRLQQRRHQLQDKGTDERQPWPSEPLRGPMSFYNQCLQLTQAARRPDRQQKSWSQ
ssDAF-12 act: S. stercoralis DAF-12 nuclear receptor activators, primary screen, cell-based, luminescence, HEK293, GRIP1 co-expression, lit1-tk-luc | HEK293 ssDAF-12/GRIP1 lit1-tk-luc reporter; % of 3 µM dafachronic acid response | activation, % at 6.8 µM | 370,000 compounds, 1% hits | AID 652126, 2013;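 active = activation above the mean over all tested compounds plus 3 SD, cut at about 0.9% in these data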;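 note: 0% = DMSO-only wells and 100% = 3 µM delta7-dafachronic acid wells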
Starred values were filed as active, the others as inactive; i = inactive; · = not tested or not shown. Compounds were not picked by outcome (roughly 7% active in at least one column).

SMILES	Rev-erbA mod	hcDAF-12 act	SMARCA2 act	DAX1 inh-1	FXN GAA850 act	PLC-beta3 inh	PG9 binder	DAX1 inh-2	hgDAF-12 ag	sPLA2-III inh	ssDAF-12 act
Cc1ccc(C(=O)N2O[C@]34C=C[C@]25C[C@@H](O)CC[C@]5(C)C3CC[C@]2(C)[C@@H]([C@H](C)/C=C/[C@H](C)C(C)C)CC[C@H]24)cc1 (some centres not stated)	5	0.2	6	·	·	1	-1.1	0.1	7.4	0	-1.0
COc1ccc(NC(=O)c2ccco2)cc1NC(=O)c1cccnc1	-3	-0.6	-1	2.4	0.1	0	0.9	-0.8	0.9	12	-1.3
CCOC(=O)CN(C(=O)CSc1nnc2c(n1)[nH]c1c(C)cc(C)cc12)c1ccccc1	2	-1.7	1	·	·	2	-0.2	-0.1	-1.2	1	-1.0
O=C1C2CCC(C(O)C2)N1Cc1ccccc1 (configuration not stated)	2	-0.7	3	0.5	-1.8	6	-0.5	0.8	-0.7	-2	-1.0
CC(C)c1c(C(=O)N/N=C/c2ccc(OCc3ccccc3)cc2)nnn1-c1nonc1N	-10	-3.0	-5	-0.8	-2.2	-7	-2.5	-0.6	2.4	-7	-1.0
O=[N+]([O-])c1cccc(Nc2nc(Cl)nc(Cl)n2)c1	-3	1.3	-1	0.0	2.4	2	1.9	1.5	0.3	-3	-0.3
O=C(NCCCN1CCc2ccccc2C1)Nc1ccc(Cl)cc1	-5	1.8	1	-0.5	0.8	0	3.6	-0.1	1.7	-13	-0.5
COc1ccc(Sc2cccc3c2S(=O)(=O)N(C2CC2)C[C@@H](COCc2ccccc2)O3)cc1OC	-2	-0.7	-3	·	·	0	-2.2	-1.6	0.1	0	-1.6
O=C1NCCN(Cc2ccoc2)C1CC(=O)N(CCO)Cc1ccccc1 (configuration not stated)	4	-0.6	-3	-0.4	0.3	-4	-1.0	1.2	3.5	4	-0.6
c1ccc(-c2cnc(-c3cccnc3)o2)cc1	0	2.3	1	0.8	5.1	-86	0.0	1.3	4.7	7	-1.0
COc1ccc(CCC(=O)N2CCN(S(=O)(=O)c3cccs3)CC2)cc1	0	-1.4	-2	0.9	0.3	-4	-0.4	-0.4	-1.8	7	-0.8
CCCNC(=O)CCn1cc(-c2ccc(OC)cc2)nc1CCN	5	-1.3	0	-0.5	-0.5	-3	1.3	0.4	0.6	8	-0.9
COC(=O)C1CN(CCO)CCS(=O)(=O)N1Cc1cccc(Cl)c1 (configuration not stated)	-1	0.2	3	·	·	-2	·	0.8	-2.5	3	-1.4
COc1ccc(Nc2oc(COc3cccc(C)c3)nc2C#N)cc1	-1	-0.1	-2	0.5	5.8	2	-1.6	-0.3	0.4	-8	-1.0
Cc1ccc(C)c(OCc2nnc(N)s2)c1	3	-1.9	1	1.4	1.7	4	-1.8	-0.6	1.5	5	-1.1
C[C@@H]1C=CCCO[C@]12C(=O)N(CC1CC1)c1cccc(Br)c12	13*	1.0	5	·	·	1	0.5	1.1	-0.2	2	-1.6
CC(C)NC(=O)NC(=O)COc1ccc(Br)cc1Br	2	7.5*	6	1.6	0.5	3	-2.1	6.3*	12*	-5	0.4
CC(C(=O)N(C1CC1)C1(C(=O)Nc2ccccc2)CCCC1)N1C(=O)c2ccccc2C1=O (configuration not stated)	5	1.2	-2	-1.4	-3.1	0	-0.5	0.0	2.9	0	-1.0
Cc1cc(OCC(=O)NCC2CCC(C(=O)O)CC2)c2c(C)c(Cc3ccccc3)c(=O)oc2c1 (configuration not stated)	-4	-3.3	1	0.9	-0.4	-13	-0.7	1.4	-0.6	4	-1.7
CC1CN(C(=O)c2cccc(S(=O)(=O)Nc3ccccc3Cl)c2)CC(C)O1 (configuration not stated)	1	-1.5	-1	0.3	-0.7	-5	-0.5	-0.4	-0.8	3	-1.1
COc1cccc(CC(=O)n2nc(N)c3cc4ccc(OC)cc4nc32)c1	-5	-1.1	-1	2.2	-5.4	-117	0.7	2.2	-1.4	4	0.0
COc1cccc(CNC(=S)Nc2ccc3c(c2)c(=O)n(C)n3Cc2csc(C)n2)c1	-10	-2.5	-5	·	-0.5	i	-3.8	-0.8	-3.6	5	-1.4
COC(=O)c1sccc1NC(=O)Cn1nnc(-c2ccccc2C)n1	-3	-1.8	-3	1.5	1.6	-6	0.2	1.2	-0.8	-22	-2.1
COc1ccc(C(=O)NC2(C(F)(F)F)C(=O)Nc3c2c(=O)[nH]c(=O)n3CCc2ccc(OC)c(OC)c2)cc1 (configuration not stated)	2	-0.6	-3	3.6	2.1	0	0.3	-0.3	0.9	1	-1.1
CCOc1ccc(CN2CCN(Cc3cccc4c3OCO4)CC2CCO)cc1 (configuration not stated)	0	-0.7	-4	-0.8	-2.1	-2	-0.8	-0.5	0.3	-3	-1.2
CCN(CC)c1ccc(N=Cc2ccc([N+](=O)[O-])o2)cc1	5	3.6	1	-0.6	4.1	-59	-19	-2.2	3.3	19	-0.1
Cn1ccc2c(-c3ccc(C(C)(C)C)cc3)cc3c(c21)C1CCC3O1 (configuration not stated)	11	-2.9	-6	·	·	-16	0.6	-1.0	0.0	-20	-1.0
COc1cccc(CN(C)CC(=O)NCc2ccccc2Cl)c1OC	-3	-1.7	-4	0.1	0.0	-7	-0.2	-0.6	-0.2	-5	-2.3
Cc1oc(-c2ccc(-c3ccccc3)cc2)nc1CN1CCN(CC(=O)N(C)C)CC1	-3	6.5*	3	1.4	3.9	-2	4.9	2.6	15*	3	0.4
CC(C)(C)NC(=O)C1c2ccccc2OCC(=O)N1Cc1ccccc1 (configuration not stated)	-2	-1.6	-6	·	·	-4	0.7	-1.3	-1.0	7	-0.4
CC(C)CNC(=O)c1cccc(NC(=O)C2CCCO2)c1 (configuration not stated)	-1	-1.4	-1	0.9	-1.5	5	1.1	-0.1	-1.0	5	-1.0
COc1ccc(Nc2cc(C(=O)NCCCN3CCN(C)CC3)c3ccccc3n2)cc1OC	0	-1.8	1	1.9	-1.1	3	-1.9	-0.1	0.8	-3	-1.3
O=C(Nc1ccccc1)c1ccc(N2CCN(c3ccccn3)CC2)c(S(=O)(=O)N2CCOCC2)c1	0	-1.4	-2	-0.3	-0.1	0	0.9	-0.4	-4.3	-12	-1.6
COC(=O)CN(c1ccccc1OC)S(=O)(=O)c1ccccc1	5	-1.2	-3	1.8	-0.4	6	-1.6	-0.4	-2.2	-2	-1.6
C#CCCN([C@@H](CC(C)C)C(=O)OC)S(=O)(=O)c1ccccc1Br	2	-1.4	-6	·	·	-1	·	-0.4	-0.3	3	-1.4
Cc1cccc(NC(=O)CCC(=O)NCCO)c1	5	-0.3	3	0.7	-0.7	1	-1.5	0.8	0.3	-3	-0.4
C[C@@H]1Cn2cnc(C(=O)Nc3cccc(Cl)c3)c2C(=O)N1	8	-0.2	0	0.8	-1.3	1	-0.8	-0.2	0.0	-6	-1.4
CN1CCN(C(=S)c2cn(CCOc3ccccc3F)c3ccccc23)CC1	-3	-1.5	0	0.5	-0.5	-4	-0.9	-0.1	1.0	-6	-0.5
COCc1c(C(=O)OCC(=O)N2c3ccccc3CC2C)oc2ccccc12 (configuration not stated)	4	1.2	-2	-0.2	2.2	0	1.8	0.2	0.5	1	-1.2
CCCCOC(=O)CSc1nc2c(cc1C#N)C(=O)CC(C)(C)C2	-2	-2.3	-1	-0.1	1.8	0	-1.8	-0.3	8.8	-4	-0.9
Cc1cccc(C)c1NS(=O)(=O)c1c(C(=O)N2CCCCC2)c(C)n(C)c1C	-10	-2.3	0	0.7	2.5	-5	-2.6	-0.3	2.6	0	-1.0
CN(C)CCCOC(=O)c1ccccc1	-3	-0.1	0	-0.6	-0.4	1	0.3	0.3	-1.3	-2	0.0
CCOC(=O)/C=c1\s/c(=C\c2ccc3cc(OC)ccc3c2)c(=O)n1CC(=O)NCc1ccc2c(c1)OCO2	-3	-0.5	-3	1.1	0.7	-81	-2.3	0.1	-1.5	8	-0.8
O=C(NCCN1CCNCC1)c1ccccc1O	-5	0.7	1	·	0.0	-16	0.5	-0.1	2.2	8	-1.4
COc1ccc([C@H]2CC(=O)C=C(c3ccc(-c4ccccc4)cc3)C2)cc1OC	6	-0.6	-1	1.1	0.8	0	0.5	-0.5	-1.2	11	-1.4
CCNC(=O)COC(=O)c1cc(C)n(-c2ccccc2)c1C	1	1.0	0	1.0	1.0	-2	-0.2	0.2	7.2	-1	-0.8
C=CCN1[C@H](Cc2ccccc2)COc2cc(N3CCSCC3)ccc2S1(=O)=O	7	-2.1	-1	·	·	1	·	-2.2	3.2	-1	-2.1
Cn1c(=O)c2c(nc(SCc3ccc(C(=O)O)cc3)n2C)n(C)c1=O	7	0.5	-1	-0.7	1.3	-8	-1.9	0.0	2.2	1	-0.9
O=C(NNC(=O)c1cccs1)c1ccc(Cl)nc1	-3	1.1	0	1.1	3.5	4	-1.1	-1.4	1.3	7	-1.0
Cc1ccc(C(=O)O/N=C(\N)c2ccccc2)c(Cl)c1	2	4.8	-5	-1.5	-9.0	-8	0.5	0.0	-2.3	13	-1.2
Cc1ccc(S(=O)(=O)NCCN2CCOCC2)cc1	-3	-0.2	-1	3.8	-0.9	0	-0.3	-0.4	1.2	0	-1.1
O=C(c1cc2ccccc2c(=O)o1)N1CCc2ccccc2C1	4	0.4	-1	-0.7	1.0	-4	-0.2	0.5	0.9	5	-0.4
COc1ccccc1CN(C)C(=O)CNC(=O)c1cccc(Cl)c1	-5	-1.7	-2	-0.2	0.9	1	-1.4	0.0	-0.1	3	-1.6
O=C(CN1C(=O)NC2(CCCC2)C1=O)NNC(=O)c1ccc(Cl)cc1	7	0.5	-2	0.7	0.3	-12	0.3	-0.8	2.4	1	-1.3

Rewritten with bars between the fields: entries from further up.
structure | Rev-erbA mod | hcDAF-12 act | SMARCA2 act | DAX1 inh-1 | FXN GAA850 act | PLC-beta3 inh | PG9 binder | DAX1 inh-2 | hgDAF-12 ag | sPLA2-III inh | ssDAF-12 act
CCNC(=O)COC(=O)c1cc(C)n(-c2ccccc2)c1C | 1 | 1.0 | 0 | 1.0 | 1.0 | -2 | -0.2 | 0.2 | 7.2 | -1 | -0.8
C=CCN1[C@H](Cc2ccccc2)COc2cc(N3CCSCC3)ccc2S1(=O)=O | 7 | -2.1 | -1 | · | · | 1 | · | -2.2 | 3.2 | -1 | -2.1
